Compound activity (PubChem)
PLK1 PBD inh: qHTS for Inhibitors of PLK1-PDB (polo-like kinase 1 - polo-box domain): Primary Screen. Serine/threonine-protein kinase PLK1 (Homo sapiens), P53350. Plk1 PBD binding of FITC phosphopeptide, fluorescence polarization. Potency, µM, inactives show max response, negative = inhibition, most hits filed as inhibitors. hit rate 2.8% among 360,000. AID 720504, 2013; note: potency is the fitted concentration of half-maximal effect; series mostly up to about 57 µM; % is set by controls: 0 for no effect and ±100 for the full control effect; nearly all actives have a fitted effect of over 65% in size
EPAC1 ag: qHTS for Agonist of cAMP-regulated guanine nucleotide exchange factor 3 (EPAC1): primary screen; Potency, µM (highest dose often 154 µM), for the others: at the highest dose activation, hits mostly activators; EPAC1 agonist qHTS, biochemical assay; response scale: 100% = response to 6.5 mM cAMP; AID 720707, 2013; Rap guanine nucleotide exchange factor 3 (Homo sapiens), O95398; hit rate 0.073% among 360,000; note: potency is the fitted concentration of half-maximal effect; nearly all actives have a fitted effect of over 60% in size
Target sequence (O95398 whole entry, looked up): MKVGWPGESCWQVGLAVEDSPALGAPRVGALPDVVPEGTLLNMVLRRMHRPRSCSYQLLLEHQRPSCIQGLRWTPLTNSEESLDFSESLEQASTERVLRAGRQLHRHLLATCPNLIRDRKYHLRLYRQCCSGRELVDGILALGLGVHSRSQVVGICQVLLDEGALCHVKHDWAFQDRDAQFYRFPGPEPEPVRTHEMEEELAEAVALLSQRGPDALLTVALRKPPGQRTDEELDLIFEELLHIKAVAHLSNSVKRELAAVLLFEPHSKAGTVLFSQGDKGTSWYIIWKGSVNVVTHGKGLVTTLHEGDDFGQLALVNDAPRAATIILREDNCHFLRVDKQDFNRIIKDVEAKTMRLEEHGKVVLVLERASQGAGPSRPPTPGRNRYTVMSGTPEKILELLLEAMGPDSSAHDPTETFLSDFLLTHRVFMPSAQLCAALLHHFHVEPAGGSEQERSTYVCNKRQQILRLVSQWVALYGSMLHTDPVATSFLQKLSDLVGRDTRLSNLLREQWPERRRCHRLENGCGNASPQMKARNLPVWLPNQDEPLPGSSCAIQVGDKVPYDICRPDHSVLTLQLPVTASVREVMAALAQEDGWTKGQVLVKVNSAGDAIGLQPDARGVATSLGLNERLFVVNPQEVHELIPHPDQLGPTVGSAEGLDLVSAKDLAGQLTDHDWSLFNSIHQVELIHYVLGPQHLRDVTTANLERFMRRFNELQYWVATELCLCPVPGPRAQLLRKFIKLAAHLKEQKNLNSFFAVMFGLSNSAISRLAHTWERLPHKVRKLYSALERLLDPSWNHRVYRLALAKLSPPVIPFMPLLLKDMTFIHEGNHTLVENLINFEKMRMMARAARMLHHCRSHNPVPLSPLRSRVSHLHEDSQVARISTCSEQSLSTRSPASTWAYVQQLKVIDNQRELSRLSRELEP
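Fluorescent GDP-exchange assay: 100 nM EPAC1 with 250 nM Rap1B preloaded with BODIPY-GDP and 50 uM GDP; compounds tested as concentration series, 5 min at room temperature, then read every 5 min for 30 min (ex 480/em 540 nm); normalized to 6.5 mM cAMP.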
GLP1R ag: qHTS of GLP-1 Receptor Agonists; Glucagon-like peptide 1 receptor (Homo sapiens), P43220; HEK293 GLP-1R CRE-luciferase, luminescence, 4-6 h; cells express a hypersensitive GLP-1R form; Potency, µM (titrated, usually from 45.6 µM), inactives show at the top dose activation, hits mostly activators; hit rate 0.007% among 380,000; note: potency is the fitted concentration of half-maximal effect; % of control where 0% means no effect
EPAC1 antag: qHTS for Antagonist of cAMP-regulated guanine nucleotide exchange factor 3 (EPAC1): primary screen; hit rate 0.14% among 360,000; EPAC1 GEF assay, Rap1b-BODIPY-GDP exchange fluorescence; Rap guanine nucleotide exchange factor 3 (Homo sapiens), O95398; AID 720709, 2013; Potency, µM (top dose mostly 115 µM), without a hit: at the highest dose activity change, negative = inhibition, most hits filed as inhibitors;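 note: potency is the fitted concentration of half-maximal effect; plate controls were vehicle for no effect and positive control for full effect; nearly all actives have a fitted effect of over 50% in size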
PI5P4K alpha inh: qHTS for Inhibitors of phosphatidylinositol 5-phosphate 4-kinase (PI5P4K) | max response, % | Phosphatidylinositol 5-phosphate 4-kinase type-2 alpha (Homo sapiens), P48426 | PI5P4Kalpha enzyme, ADP-Glo luminescence, 60 min; hits give low values | hit rate 1.2% among 330,000; active = max response of -50% or lower; inconclusive = between -30% and -50%; inactive = -30% or higher; note: value at the top dose of about 77 µM; % is set by controls: 0 for no effect and ±100 for the full control effect
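ADP-Glo luminescence end-point read after a 60 min room-temperature kinase reaction of PI5P4Kalpha plus substrate, initiated with ATP at 5 microM final. Buffer: 0.038 M HEPES pH 7.4, EGTA, 0.1% CHAPS, 5% DMSO.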
GLP1R inv ag: qHTS of GLP-1 Receptor Inverse Agonists (Inhibition Mode). Potency, µM (series often up to 38.3 µM), for the others: at the top dose activity change, negative = inhibition, actives largely listed as inhibitors. HEK293 GLP-1R CRE-luciferase, luminescence, 24 h; GLP-1R form is constitutively active. hit rate 1.6% among 410,000. Glucagon-like peptide 1 receptor (Homo sapiens), P43220; note: potency is the fitted concentration of half-maximal effect; % is set by controls: 0 for no effect and ±100 for the full control effect; nearly all actives have a fitted effect of over 55% in size
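GLP-1R inverse agonism mode: basal reporter luminescence in engineered HEK293 cells measured after one day of compound exposure at 37 deg C, with a 12 min room-temperature detection step.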
IL2 activator: qHTS of IL-2 Activators; IL-2 activation reporter assay, cell-based qHTS; stimulated with anti-CD3/CD4/CD28 beads; in transgenic mouse T cells; activation, % (series mostly up to about 46 µM); hit rate 0.065% among 360,000; AID 652025, 2013; in the data active = activation above about 50%; inconclusive = mostly about 30% to 49%; note: 0% is about no effect
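Unstimulated transgenic mouse T cells; 60-min compound exposure; bead-based TCR/CD4/CD28 stimulation; 18 h culture, 37 degrees C; dual fluorescence (EGFP, DsRed) plate cytometry.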
GLP1R cytotox: qHTS of GLP-1 Receptor Inverse Agonists: Cytotox Screen | HEK293 cAMP-luciferase reporter cells, luminescence, 24 h | Potency, µM (series often up to 38.3 µM), inactives show at the highest dose activity change, negative = inhibition, most hits filed as inhibitors | hit rate 0.13% among 410,000 | AID 624418, 2012;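 note: loss of luciferase light is scored as toxicity; potency is the fitted concentration of half-maximal effect; % is set by controls: 0 for no effect and ±100 for the full control effect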
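Cells in DMEM/10% Nu serum/1% pen-strep, 1536-well format. Pre-incubated 12 h, dosed with 23 nL compound, incubated a further 24 h. Luciferase detection, 12 min at room temp, luminescence.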
PTHR1 ag: qHTS for PTHR1 Agonists: Primary Screen; HEK293 GP2 PTHR1 cells, GloSensor cAMP luminescence, 1 h; Potency, µM (titrated, usually from 115 µM), inactives show at the top dose activation, actives largely listed as activators; hit rate 0.075% among 410,000; AID 743266, 2014; note: potency is the fitted concentration of half-maximal effect; nearly all actives have a fitted effect of over 55% in size; some results filed as inactive show a strong effect at the top dose; inactives centre near -15; many of its hits are not listed in these tables
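HEK-293-derived GP2 cells expressing PTHR1 and a GloSensor cAMP reporter, 3,000/well, plated overnight, given luciferin plus IBMX (each 0.5 mM as added) for 1 h at 37 °C, then compound for 1 h at 37 °C. Luminescence was read after 15 min at room temperature.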
* marks the source's active call; other numbers are inactive results; i = inactive; u = inconclusive; x = not tested or not shown; & = joins results of further samples; [ ] = another dose, or the depositor's remark. Unless noted, calls come from the whole dose curve; as a rule, active = well fitted curve in the direction sought with a large enough effect; inconclusive = small, poorly fitted or top-dose-only effect, or another doubt; inactive = no such curve, though single readings can be large; an effect the other way counts as inactive or inconclusive. Not all compounds are listed; count on the stated rates, not on these rows.

SMILES | PLK1 PBD inh | EPAC1 ag | GLP1R ag | EPAC1 antag | PI5P4K alpha inh | GLP1R inv ag | IL2 activator | GLP1R cytotox | PTHR1 ag
COc1ccc([C@@]2(C(C)C)ON(c3ccccc3C(F)(F)F)C2=O)cc1 | -10.6% | -13.1% | 4.5% | -8.1% | 15.6 | u | -1.8 | u | i
COc1ccc(-c2nnc(SC(=O)N3c4ccccc4Sc4ccccc43)o2)cc1 | -2.2% | 7.4% | 13.2% | -7.0% | x | 4.7% | -0.5 | -24.3% | -5.5%[57.5 µM]
COCCN1C(=O)CCC1(C)C(=O)Nc1ccc2ccccc2c1 (stereo not given) | -8.7% | 0.4% | 0.2% | -1.2% | -2.3 | 31.5% | -0.8 | 0.0% | -17.5%
CC(C)(C)OC(=O)N1CCC(c2c(C(=O)NCC3CCN(C4CCCC4)C3)cnn2-c2cccc(Cl)c2)CC1 (stereo not given) | -6.4% | -17.1% | 3.5% | -1.2% | -6.8 | 12.6µM* | -3.4 | u | -13.6%
CCOC(=O)C(CC)Sc1ncnc2nc[nH]c12 (stereo not given) | -2.5% | -5.9% | -8.7% | 2.7% | 8.5 | 12.0% | 5.9 | -9.9% | i
CCOc1ccc(S(=O)(=O)N2CCN(C(=O)c3cc4c(s3)CCCC4)CC2)cc1 | 5.3% | 3.8% | 0.6% | 3.3% | 10.3 | -17.8% | -1.0 | -4.1% | -10.6%
COc1ccc(-c2nn(-c3ccccc3)cc2CNCCN2CCOC2=O)c(F)c1 | 2.0% | 6.2% | 14.7% | 19.4% | -0.3 | 10.9% | -0.6 | 21.5% | i
Cc1ccc(C(=O)NC2CCS(=O)(=O)C2)cc1S(=O)(=O)N1CCOCC1 (stereo not given) | -8.6% | 4.0% | 0.8% | 10.7% | x | 0.0% | -1.7 | -16.1% | -6.7%[57.5 µM]
O=C(c1ccccc1)c1cccc[n+]1[O-] | -2.8% | 8.0% | -6.5% | 4.7% | -3.4 | -5.4% | 0.9 | -3.2% | i
Cc1ccccc1OCC(=O)NNC(=S)NC(=O)c1ccccc1[N+](=O)[O-] | -12.8% | 8.7% | -0.3% | 15.9% | -3.0 | -22.1% | 0.6 | -4.8% | -2.2%
CCC(C)NC(=O)CN1C(=O)CC(C)(C)S(=O)(=O)c2ccccc21 (stereo not given) | -11.4% | 1.0% | -1.5% | -11.3% | 2.1 | 10.4% | -2.1 | 1.9% | -18.4%
CCOC(=O)C1CCCN(c2c(NCCc3ccc(C)cc3)c(=O)c2=O)C1 (stereo not given) | -2.7% | 6.4% | 11.7% | 1.5% | 6.3 | -1.8% | -2.7 | -6.1% | -5.6%
Cc1csc(NC(=O)c2ccc(Br)s2)n1 | -1.5% | -2.3% | 8.1% | 12.1% | -8.3 | u | -0.2 | -1.7% | -33.8%
CC1=C(C(=O)OCc2ccccc2)N2C(=O)[C@@H](NC(=O)COc3ccccc3)[C@H]2SC1 | -11.2% | 5.9% | 1.2% | -29.1% | -11.7 | u | -2.4 | 4.7% | -58.9%[inhibitor]
O=C(Nc1ccc(F)cc1)C1COc2ccccc2O1 (stereo not given) | -0.4% | 1.3% | 1.3% | -16.7% | -0.1 | -15.8% | -1.3 | 12.4% | i
CCN(CC)S(=O)(=O)c1ccc(=O)[nH]c1 | -2.0% | 7.9% | 10.9% | 9.6% | -1.9 | 14.1% | -0.5 | 0.0% | i
CCOC(=O)c1c(C)n(C)c2ccc(O)c(CN3CCN(C)CC3)c12 | -5.5% | 3.7% | 1.9% | 2.9% | x | -7.2% | 0.2 | -18.6% | i
COc1ccc(CNC(=O)N2CCN(S(=O)(=O)c3ccccc3)CC2)cc1 | -19.5% | 1.4% | 6.9% | -27.3% | 0.2 | 9.6% | -0.1 | 3.4% | 21.1%
Cc1ccc(C(=O)NCCCn2ccnc2)cc1C | 3.0% | 4.4% | 4.7% | -20.0% | -0.4 | 1.7% | -0.4 | 1.5% | -6.2%
O=C(Nc1nnc(CC2=CCCCC2)s1)Nc1ccccc1F | 6.1% | 6.3% | 3.3% | -13.4% | 3.9 | 1.1% | -2.1 | -10.4% | i

Single values from the entries so far.
Entry of `Cc1ccccc1OCC(=O)NNC(=S)NC(=O)c1ccccc1[N+](=O)[O-]` under PLK1 PBD inh: -12.8%
Entry of `O=C(c1ccccc1)c1cccc[n+]1[O-]` under EPAC1 antag: 4.7%

Other structures:
SMILES | PLK1 PBD inh | EPAC1 ag | GLP1R ag | EPAC1 antag | PI5P4K alpha inh | GLP1R inv ag | IL2 activator | GLP1R cytotox | PTHR1 ag
O=C(/C=C/c1ccc(Cl)cc1)NCCc1ccccc1 | -4.1% | 7.1% | -3.3% | -10.7% | -9.8 | u | -0.6 | -16.6% | -9.5%
C/C=C(\C)CN1CCCC(CO)(Cc2ccccc2)C1 (stereo not given) | 4.9% | 7.6% | 6.3% | 0.6% | 2.1 | -19.1% | -0.7 | 6.8% | i
CCOC(=O)N1CCC(NC(=O)CSc2cc(=O)n(C)c3ccccc23)CC1 | -10.8% | 1.6% | 6.0% | 7.3% | 3.4 | 16.8% | -1.0 | -8.5% | -8.2%[57.5 µM]
N/C(=N\OC(=O)C12CC3CC(CC(C3)C1)C2)c1cccnc1 | -3.1% | -0.9% | 10.7% | 16.6% | x | 10.3% | -1.1 | 0.3% | 2.6%[57.5 µM]
CCN1C(=O)[C@H]2[C@@H](c3ccc(-c4ccc(OC)cc4)c(OC)c3)N[C@@](C)(C(=O)OC)[C@H]2C1=O | -7.7% | 5.5% | 7.6% | -9.4% | 9.5 | 12.7% | -3.2 | 0.6% | -16.9%
O=C(c1cc2ccccc2oc1=O)N1CCN(c2ccccn2)CC1 | -1.9% | -11.7% | -7.0% | -9.0% | 1.6 | -3.1% | 1.2 | -8.2% | i
COc1ccccc1NS(=O)(=O)c1ccc(NN=C2CCCC2)c([N+](=O)[O-])c1 | -13.2% | 4.8% | -1.0% | -20.6% | 0.2 | -28.0% | -0.1 | -14.7% | -22.8%
O=C(Cc1ccc(S(=O)(=O)N2CCCC2)s1)N1CCN(c2ccccc2)CC1 | -10.3% | -2.5% | 6.1% | -7.5% | 6.0 | -1.5% | 1.9 | -5.2% | -6.6%
CC(=O)c1cccc(NC(=O)C2(C)Cc3c(-c4cccc(C(F)(F)F)c4)ccnc3O2)c1 (stereo not given) | 0.9% | -12.1% | -4.6% | -6.8% | 21.4 | u | -0.4 | -7.5% | -15.5%
CCCCOC(=O)c1ccc(NC(=O)C(CCS(C)(=O)=O)NC(C)=O)cc1 (stereo not given) | 0.1% | 1.2% | 10.6% | 3.4% | 8.7 | 2.2% | 0.7 | 14.9% | i
Cc1ccc(S(=O)(=O)NC(=NC(C)C(=O)O)c2ccccc2)cc1 (stereo not given) | -3.3% | 2.8% | -18.6% | 10.0% | 1.5 | 4.0% | 0.8 | -5.9% | -5.4%[57.5 µM]
COc1ccc(Cl)cc1C(=O)Nc1c2c(nn1-c1ccc(Cl)cc1)CS(=O)(=O)C2 | x | x | -5.7% | x | x | -2.7% | x | 11.5% | i
O=C(N/N=C/c1ccco1)Nc1ccccc1 | -2.9% | 2.7% | 10.6% | 18.2% | -0.5 | 8.0% | -2.2 | 0.6% | -13.6%
CCOc1cc(C(=O)N2CCN(c3ccccc3)CC2)cc(OCC)c1OCC | -8.9% | -2.7% | -2.9% | 6.1% | -10.8 | u | 0.5 | 1.8% | i
CCC(CC)C(=O)Nc1nnc(SCC(=O)NC2CCCCC2)s1 | -6.7% | 7.9% | 5.0% | 11.6% | 3.2 | 11.9% | -1.2 | -4.6% | i
CN(C)CCCN1c2ccccc2Sc2ccc(Cl)cc21 | -3.8%&-15.3% | -1.6%&-20.5% | 24.9%&3.2%&3.3% | 1.3%&-9.6% | 1.1&-0.6 | u | -0.1&0.3 | -17.1%&-24.1% | u
CCOc1ccc(OCC(=O)OCc2csc(CC(=O)Nc3ccccc3C)n2)cc1 | -5.7% | 7.2% | 11.8% | -1.6% | 5.5 | 17.5% | -0.7 | -4.8% | -0.2%
Cc1cccc(C(=O)N2CCC(=O)N(C(COCc3cccc(C(F)(F)F)c3)Cc3ccccc3)CC2)c1 (stereo not given) | -16.1% | -27.0% | -2.8% | u | -0.5 | u | -0.8 | -25.1% | i
Cc1cc(C)c(S(=O)(=O)Nc2nnc(C(C)C)s2)c(C)c1 | -15.6% | -1.9% | -4.1% | -16.1% | 1.3 | -22.3% | 0.2 | 5.1% | -10.6%
CC(=O)N1CCN(CCN=CC2=C(O)CC(c3ccc(Cl)cc3)CC2=O)CC1 (stereo not given) | -7.4% | 0.7% | -3.0% | -1.1% | -5.4 | -19.7% | -0.8 | -1.1% | -1.6%
Cc1ccc(CN2CCN(Cc3ccc(OC(C)C)cc3)CC2CCO)o1 (stereo not given) | -12.0% | -13.5% | 12.7% | -5.5% | 3.1 | -25.1% | -4.6 | 0.7% | -4.2%
CC(C)CNS(=O)(=O)c1ccc(OCC(=O)Nc2ccc3c(c2)OCCO3)cc1 | -0.8% | -4.6% | 3.3% | -1.2% | 1.7 | 0.5% | -5.4 | -5.1% | -22.5%
